High-throughput results: PubChem, The Scripps Research Institute Molecular Screening Center
ADAM10 inh: ADAM10 inhibition, QFRET primary screen; O14672; recombinant ADAM10, EDANS/DABCYL FRET peptide cleavage, 3 h; inhibition, % at 7 µM; 370,000 tested, 0.62% active;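 active = inhibition above a per-campaign cutoff equal to the mean of compounds falling between control-based bounds plus 3 SD, cut at about 20% in these data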;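 note: 0% = DMSO wells while the 100% control is not disclosed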
Target sequence (O14672 214-748 limits assumed): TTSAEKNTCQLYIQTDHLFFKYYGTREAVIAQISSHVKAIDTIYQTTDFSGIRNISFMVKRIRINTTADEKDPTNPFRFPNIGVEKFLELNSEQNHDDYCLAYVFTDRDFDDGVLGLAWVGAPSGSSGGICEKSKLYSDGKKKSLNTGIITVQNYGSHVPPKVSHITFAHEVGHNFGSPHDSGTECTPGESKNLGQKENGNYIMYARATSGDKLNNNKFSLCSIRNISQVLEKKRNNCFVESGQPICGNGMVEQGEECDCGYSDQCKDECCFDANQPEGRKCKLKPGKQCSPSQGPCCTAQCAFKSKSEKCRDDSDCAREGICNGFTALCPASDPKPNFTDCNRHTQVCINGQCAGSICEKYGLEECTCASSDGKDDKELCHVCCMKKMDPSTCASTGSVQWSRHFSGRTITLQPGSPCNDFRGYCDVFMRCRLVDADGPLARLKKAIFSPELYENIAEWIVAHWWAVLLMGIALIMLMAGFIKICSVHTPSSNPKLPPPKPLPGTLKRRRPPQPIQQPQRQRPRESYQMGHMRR
hcDAF12 agonist: H. contortus DAF-12 activation, primary screen. 370,000 tested, 1.4% active. AID 652067. HEK293 hcDAF-12 lit1-tk-luc reporter, luminescence; 0% DMSO, 100% Δ7-dafachronic acid. activation, % at 6.8 µM;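 active = activation above the mean of all tested compounds plus 3 SD, cut at about 5.5% in these data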;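 note: 100% = response to 3 µM Δ7-dafachronic acid high control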
PLC-gamma1 inh: inhibitors of human phospholipase C gamma1 | purified PLC-gamma1, fluorogenic substrate, fluorescence | inhibition, % at 12.2 µM | 370,000 tested, 0.84% active; in the data active = inhibition above about 9.5%
ssDAF-12 act: activators of S. stercoralis DAF-12 nuclear receptor. AID 652126. activation, % at 6.8 µM. 370,000 tested, 1% active. HEK293 ssDAF-12/GRIP1 lit1-tk-luc reporter, luminescence; % of 3 µM dafachronic acid response;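 active = activation above the mean over all tested compounds plus 3 SD, cut at about 0.9% in these data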;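 note: 0% = DMSO-only wells and 100% = 3 µM delta7-dafachronic acid wells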
ADAM17 inh: ADAM17 inhibition, QFRET primary screen | recombinant ADAM17, EDANS/DABCYL FRET peptide cleavage | P78536 | inhibition, % at 6.95 µM | 370,000 tested, 0.83% active | AID 720648;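 active = inhibition above the mean of compounds lying between control limits plus 3 SD, set per campaign, cut at about 8.5% in these data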;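 note: 0% = DMSO-only wells as the low control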
sPLA2-III inh: Inhibits HGIII-sPLA2 liposome hydrolysis, primary screen | Q9NZ20 | QFRET BODIPY PC-A2 liposome hydrolysis, fluorescence | inhibition, % at 12.2 µM | 370,000 tested, 0.56% active;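 active = inhibition above mean plus 3 SD of compounds lying within the high and low control bounds, cut at about 19% in these data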;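 note: 0% = median of test compound wells and 100% = no enzyme DMSO wells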
FXN GAA850 act: activators of GAA850 frataxin (FXN) promoter. HEK293 lucGAA850 FXN promoter luciferase reporter, 24 h; percent of 10 µM SAHA response. activation, % at 6 µM. 360,000 tested, 0.56% active;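 active = activation above the average of all compounds screened plus 3 SD, cutoff fixed separately per campaign, cut at about 7.5% in these data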;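 note: 0% = DMSO wells and 100% = 10 µM SAHA wells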
hgDAF12 agonist: agonists of H. glycines DAF-12 nuclear receptor; HEK293 GAL4-hgDAF12 UAS-luciferase reporter, agonist luminescence; normalized to butyrate control; activation, % at 6.8 µM; 370,000 tested, 1.8% active; AID 687014;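 active = activation above a cutoff set at the mean of all screened compounds plus 3 SD, cut at about 10% in these data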;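 note: 0% = DMSO wells and 100% = sodium butyrate wells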
DAX1 inh-1: inhibits human nuclear receptor DAX1; HEK293 Gal4-DAX1 luciferase reporter, luminescence; P51843; inhibition, % at 6.75 µM; 340,000 tested, 0.99% active; AID 504766;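 active = inhibition above the mean over all tested compounds plus 3 SD, cut at about 4.2% in these data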;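 note: 0% = DAX1-transfected cells with DMSO and 100% = empty-vector control cells with DMSO; inhibition shows as a rise in luminescence from relieved DAX1 repression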
Target sequence (P51843 207-470 limits assumed): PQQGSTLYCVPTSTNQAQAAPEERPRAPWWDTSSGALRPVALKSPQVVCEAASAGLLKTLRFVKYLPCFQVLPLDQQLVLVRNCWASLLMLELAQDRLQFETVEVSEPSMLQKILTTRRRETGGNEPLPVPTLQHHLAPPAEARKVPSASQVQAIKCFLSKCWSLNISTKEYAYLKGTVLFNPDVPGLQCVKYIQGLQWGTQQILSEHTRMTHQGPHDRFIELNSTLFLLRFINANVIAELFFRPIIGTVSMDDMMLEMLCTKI
PLC-beta3 inh: PLC-beta3 (human) inhibition, primary screen | 370,000 tested, 0.18% active | Purified PLC-beta3, fluorogenic substrate, fluorescence | Q01970 | inhibition, % at 12.2 µM; in the data active = inhibition above about 11%;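 note: 0% = median of compound wells on plate and 100% = full blocker control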
DAX1 inh-2: blocks DAX1 repression of SF-1 activated StAR promoter. HEK293T StAR-luciferase reporter, SF-1/DAX-1 repression relief. inhibition, % at 6.8 µM. 370,000 tested, 1.1% active. AID 652010;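 active = inhibition above the mean over all tested compounds plus 3 SD, cut at about 3.6% in these data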;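 note: 0% = DAX-1 cells with DMSO and 100% = cells lacking DAX-1 with DMSO; higher inhibition means more luminescence from relief of DAX-1 repression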
Starred values were filed as active, the others as inactive; i = inactive; · = no result given; & = joins results of further samples. The list is partial. The share of hits here may be higher or lower than overall.

cpd	canonical_smiles	ADAM10 inh	hcDAF12 agonist	PLC-gamma1 inh	ssDAF-12 act	ADAM17 inh	sPLA2-III inh
1	COC(=O)C1=C(c2cc3ccccc3s2)C[C@@H]2CC[C@H]1N2C(=O)NCc1ccccc1	9.6	-0.5	-0.4	-1.6	0.7	-11.6
2	c1ccc(CCN2CCC3(CC2)OCCO3)cc1	-0.4	-0.7	-1.6	-1.0	-6.5	15.3
3	CCOC(=O)C1(c2ccccc2)CCN(CCC(=O)Nc2ccccc2OC)CC1	4.4	-2.2	4.4	-1.0	2.3	-3.6
4	CCOc1ccccc1N1C(=O)CC(=O)NC1=O	7.2	2.5	2.0	-0.9	-0.2	5.7
5	CC/C(=N\Nc1cccc2ccccc12)c1c(O)[nH]c(=O)[nH]c1=O	-35.4	1.9	-88.4	1.3*	-13.4	-9.5
6	O=c1c2ccccc2nc(/C=C/c2ccc(O)cc2)n1-c1ccccc1O	-16.6	-1.1	-314.2	-0.9	-5.6	-28.8
7	O=c1cccc2n1CC1CNCC2C1 (centres undefined)	-8.8	-3.4	1.1	-1.3	-7.3	7.9
8	CC(C)(C)c1ccc(C(=O)C2CCCN(Cc3ccon3)C2)cc1 (centres undefined)	-1.0	0.7	0.6	-1.4	-4.1	0.0
9	C/C=C/c1ccc2c(c1)OCO2	-0.3	-1.3	2.5	-0.4	-1.2	-0.5
10	COc1cc(OC)c2c(c1)O[C@@H](c1ccc(OC)c(OC)c1)[C@H](O)C2	-0.1	-0.2	-0.7	-0.8	-1.2	-1.7
11	CCc1nccc2c1[nH]c1ccccc12	i	-0.1	i	-1.1	-497.1	-1.7
12	CN(C)[C@@H]1C(=O)C(C(N)=O)=C(O)[C@@]2(O)C(=O)C3=C(O)c4c(O)cccc4[C@@](C)(O)C3C[C@@H]12 (some centres undefined)	-0.2	-0.3	-100.3	-1.6	0.1	-8.6

cpd	FXN GAA850 act	hgDAF12 agonist	DAX1 inh-1	PLC-beta3 inh	DAX1 inh-2
1	-1.8	-0.9	0.7	0.7	-0.3
2	1.8	1.7	0.3	-5.3	0.0
3	-3.0	-1.9	-1.3	-6.2	-0.3
4	-1.4	-2.5	-0.2	-6.4	0.2
5	0.2	1.3	-2.5	-111.2	-0.8
6	1.3	0.3	-0.5	-415.2	-1.5
7	1.4	-3.1	-1.9	1.8	0.9
8	3.9	1.9	-0.5	2.1	0.3
9	-0.2	-0.4	-0.1	2.1	-0.3
10	0.6	-2.1	-0.8	-0.1	-0.2
11	2.5	0.8	0.8	i	0.3
12	18.6*	-1.6	-0.6	-106.1	0.0

Structures from the list above containing an NH in an aromatic ring:
cpd	canonical_smiles	ADAM10 inh	hcDAF12 agonist	PLC-gamma1 inh	ssDAF-12 act	ADAM17 inh	sPLA2-III inh
5	CC/C(=N\Nc1cccc2ccccc12)c1c(O)[nH]c(=O)[nH]c1=O	-35.4	1.9	-88.4	1.3*	-13.4	-9.5
11	CCc1nccc2c1[nH]c1ccccc12	i	-0.1	i	-1.1	-497.1	-1.7

cpd	FXN GAA850 act	hgDAF12 agonist	DAX1 inh-1	PLC-beta3 inh	DAX1 inh-2
5	0.2	1.3	-2.5	-111.2	-0.8
11	2.5	0.8	0.8	i	0.3

Next part.
cpd	canonical_smiles	ADAM10 inh	hcDAF12 agonist	PLC-gamma1 inh	ssDAF-12 act	ADAM17 inh	sPLA2-III inh
13	CC(C)(C)NC(=O)Cn1cc(C(=O)c2ccccc2F)c2ccccc21	2.0	-0.5	1.6	-1.5	-1.3	-3.5
14	CCN(CC)P(=O)(NC(=O)c1cccn1C)N(CC)CC	-4.2	-1.9	-1.8	-1.1	-7.5	3.9
15	CCCC12CN3CCN(CC(C3)/C1=N\NC(=O)c1ccncc1)C2	-1.6	-0.6	-0.8	-1.0	0.7	2.4
16	COc1ccc(CC2C(=O)NC(=O)NC2=O)c(OC)c1	7.2	-0.5	-2.2	-1.0	-1.4	3.4
17	COc1ccc(CN2C(=O)NC(=O)/C(=C/c3ccc(OC)c(OC)c3OC)C2=O)cc1	-6.9	-2.5	1.2	-0.4	-6.0	-0.4
18	CCN(C(=O)COC(=O)Cc1ccccc1)c1c(N)n(Cc2ccccc2)c(=O)[nH]c1=O	-9.7	1.5	0.5	-0.9	-3.9	12.4
19	CC1[C@H]2Cc3ccc(O)cc3[C@]1(C)CCN2C (some centres undefined)	-1.4	1.7	0.2	-1.0	2.9	-1.6
20	CN1CC(C(=O)c2ccc(F)cc2)C(c2c(F)cccc2Cl)C1 (centres undefined)	-3.2	0.6	2.8	-0.9	-1.9	-6.2
21	Cc1cccnc1-n1c(-c2ccccc2)nc2ccccc2c1=O	-8.3	-1.7	-0.6	-1.6	-3.2	1.5
22	CCN1CCN(c2ccc([N+](=O)[O-])cc2C(=O)OC)CC1	6.1	-2.6	3.5	-1.2	-0.2	1.7
23	CN(C)C(=O)Oc1cc(OC(=O)N(C)C)cc(C(O)CNC(C)(C)C)c1 (centres undefined)	2.5&5.6	-0.5&-0.2	-0.4&4.6	-1.4&-1.4	0.5&-2.3	3.5&6.2
24	Cc1nc2ccccc2c(=O)n1-c1ccc(Cl)c(Cl)c1	-10.3	5.4	-2.1	0.5	-1.1	-7.8

cpd	FXN GAA850 act	hgDAF12 agonist	DAX1 inh-1	PLC-beta3 inh	DAX1 inh-2
13	0.5	-2.9	0.1	1.0	-0.3
14	0.2	0.1	1.1	-8.7	0.4
15	-0.2	0.0	0.1	1.9	-0.2
16	0.1	-1.5	-0.7	-2.1	-0.5
17	-0.1	-0.8	0.4	-5.8	0.0
18	0.8	-0.9	-0.4	3.5	0.1
19	-1.9	-1.9	0.0	-1.3	0.9
20	-2.8	-1.9	2.6	5.0	0.5
21	-1.4	0.2	0.2	-0.8	-1.7
22	-0.3	0.7	·	5.5	-0.3
23	0.8&1.0	4.7&5.6	0.4&1.0	1.8&-0.9	-0.4&0.6
24	1.7	7.7	1.3	-5.3	0.4

Remaining list, next part:
cpd	canonical_smiles	ADAM10 inh	hcDAF12 agonist	PLC-gamma1 inh	ssDAF-12 act	ADAM17 inh	sPLA2-III inh
25	COc1ccccc1N1CCN(CCc2ccccc2)CC1	0.1	3.9	-3.5	0.8	-1.7	-0.8
26	CNC(=O)OCc1n(C)cc[n+]1C	-2.0	-2.1	-0.1	-1.4	-3.2	11.3
27	COC(=O)C1=C(c2ccc3ccccc3c2)C[C@@H]2CC[C@H]1N2C(=O)NCc1ccc(C(F)(F)F)cc1	8.8	-2.1	3.9	-1.3	6.4	-11.2
28	CN1CCN(c2ccc([N+](=O)[O-])c(SCCO)c2)CC1	-4.5	-0.2	3.3	-2.1	-4.2	-1.0
29	CN(C)C(=O)NC(O)C(Cl)(Cl)Cl (centres undefined)	-5.7	-1.2	-2.5	-1.4	-5.1	5.9
30	CN1C(=O)N(C)C(=O)C2(Cc3cc(NC(=O)c4ccccc4Cl)ccc3N3CCCC32)C1=O (centres undefined)	-15.1	-1.6	-51.6	-0.8	-6.0	-7.1
31	COC(=O)C1=CCCN(C)C1	-5.2	-1.6	1.4	-1.2	-6.0	4.3
32	O=[N+]([O-])c1ccc(NCCCN2CCOCC2)nc1	-9.1	-1.2	2.3	-0.7	2.1	11.7
33	CCCC(C)C1(CC)C(=O)NC(=Nc2ccc(OC)cc2)NC1=O (centres undefined)	-0.3	-0.7	-8.0	-1.3	-2.1	-1.9
34	CC(C)Oc1cccc(C(=O)C2CCCN(Cc3ccon3)C2)c1 (centres undefined)	1.0	-0.1	0.4	-1.8	-1.8	-6.5
35	CCC(=NCc1cc(OC)cc(OC)c1)c1c(O)n(C2CCCCC2)c(=O)[nH]c1=O	-6.7	-0.4	0.3	-1.1	-4.3	5.2
36	Cc1ccc(CC(=O)N2CCN(Cc3ccccc3)CC2)cc1	5.1	-1.1	1.3	-0.1	-4.5	-1.3

cpd	FXN GAA850 act	hgDAF12 agonist	DAX1 inh-1	PLC-beta3 inh	DAX1 inh-2
25	0.9	6.3	0.7	-5.2	-0.1
26	-0.7	0.3	0.9	-0.6	0.9
27	-0.3	1.1	0.5	6.6	0.3
28	0.4	-1.9	0.5	-15.4	-0.4
29	-3.3	1.1	0.4	-1.6	-2.6
30	0.7	1.1	0.4	-77.9	0.1
31	0.9	-2.8	0.0	0.9	0.7
32	1.4	0.6	1.1	0.8	1.3
33	0.2	-0.4	0.1	0.7	0.0
34	1.7	3.8	-1.1	-6.9	-1.2
35	4.0	0.3	1.2	-3.8	0.0
36	4.4	0.4	0.1	4.6	0.0

(continued)
cpd	canonical_smiles	ADAM10 inh	hcDAF12 agonist	PLC-gamma1 inh	ssDAF-12 act	ADAM17 inh	sPLA2-III inh
37	CCCCn1c(O)c(C=NC2CCCCC2N)c(=O)[nH]c1=O (centres undefined)	0.3	0.8	-2.7	-0.9	-1.9	-1.6
38	Cc1ccc2c(c1)C1CN(C)CCC1N2C(=O)c1ccco1 (centres undefined)	-13.9	-0.5	-0.5	-1.9	-4.5	12.8
39	Cc1ccc(C(=O)n2cc(CCN3CCS(=O)(=O)CC3)c3ccccc32)cc1	3.8	0.0	1.4	-1.3	1.9	-14.5
40	COc1ccc2c(c1)c(C(=O)CN1CCN(C)CC1)c(C)n2Cc1ccccc1	8.6	0.8	-1.2	-1.4	2.1	1.9
41	COc1cccc2c1C(=O)c1c(O)c3c(c(O)c1C2=O)CC(O)(C(C)=NO)CC3OC1CC(N)C(O)C(C)O1 (centres undefined)	-12.0	4.8	-88.5	1.9*	-5.1	-74.3
42	O=C(NC(=S)N1C[C@H]2C[C@H](C1)c1cccc(=O)n1C2)c1ccc(Cl)cc1Cl	-17.2	-1.2	2.5	-0.7	-1.3	11.8
43	N#Cc1ccc(NC(=O)CN2C(=O)NC3(CCCCCCC3)C2=O)cc1Cl	15.4	-1.4	0.8	-1.3	4.2	-32.7
44	O=C(O)C(Cc1cnc[nH]1)NS(=O)(=O)c1ccc(Br)cc1 (centres undefined)	-5.9	1.9	-0.8	-0.2	0.3	1.4
45	CC(=O)N1CCN(Cc2ccc(Cl)nc2)CC1	-3.1	-0.1	3.2	0.7	-3.0	2.6
46	COc1ccc(-n2c(=O)[nH]c3ccccc3c2=O)c(OC)c1	-11.9	-1.8	0.9	-0.9	-1.5	10.0
47	CC1CC2(O)c3nonc3CCC2N1O (centres undefined)	-4.9	-1.6	-0.8	-0.5	-5.8	-1.3
48	C#CCN(C)C(C)Cc1ccccc1 (centres undefined)	-3.5	-1.0	-0.3	-0.5	-2.6	1.0

cpd	FXN GAA850 act	hgDAF12 agonist	DAX1 inh-1	PLC-beta3 inh	DAX1 inh-2
37	0.7	0.2	1.1	-1.2	-0.1
38	0.1	2.0	0.5	-1.4	0.5
39	1.5	-0.1	0.2	-2.3	-1.0
40	3.2	-0.8	-0.1	1.0	-0.8
41	-5.6	3.2	-2.8	-107.1	-2.8
42	-0.9	-2.5	1.3	1.1	-0.8
43	-2.7	-5.5	-1.7	-4.5	0.7
44	2.6	-0.9	-0.7	-4.6	0.2
45	0.4	-1.6	1.2	-3.2	-0.2
46	-0.3	-2.8	0.1	-2.3	0.6
47	3.4	0.8	-0.1	-2.8	0.9
48	0.6	1.6	-0.5	3.1	0.7
